Bioassay records: PubChem BioAssay, National Center for Advancing Translational Sciences (NCATS)
EPAC1 ag: activates human EPAC1 exchange factor; O95398; EPAC1 agonist qHTS, biochemical assay; response scale: 100% = response to 6.5 mM cAMP; Potency, µM (titrated, usually from 154 µM), for the others: at the highest dose activation, actives largely listed as activators; hit rate 0.073% among 360,000; AID 720707; note: potency is the fitted concentration of half-maximal effect; nearly all actives have a fitted effect of over 60% in size
Target sequence (O95398 whole entry, looked up): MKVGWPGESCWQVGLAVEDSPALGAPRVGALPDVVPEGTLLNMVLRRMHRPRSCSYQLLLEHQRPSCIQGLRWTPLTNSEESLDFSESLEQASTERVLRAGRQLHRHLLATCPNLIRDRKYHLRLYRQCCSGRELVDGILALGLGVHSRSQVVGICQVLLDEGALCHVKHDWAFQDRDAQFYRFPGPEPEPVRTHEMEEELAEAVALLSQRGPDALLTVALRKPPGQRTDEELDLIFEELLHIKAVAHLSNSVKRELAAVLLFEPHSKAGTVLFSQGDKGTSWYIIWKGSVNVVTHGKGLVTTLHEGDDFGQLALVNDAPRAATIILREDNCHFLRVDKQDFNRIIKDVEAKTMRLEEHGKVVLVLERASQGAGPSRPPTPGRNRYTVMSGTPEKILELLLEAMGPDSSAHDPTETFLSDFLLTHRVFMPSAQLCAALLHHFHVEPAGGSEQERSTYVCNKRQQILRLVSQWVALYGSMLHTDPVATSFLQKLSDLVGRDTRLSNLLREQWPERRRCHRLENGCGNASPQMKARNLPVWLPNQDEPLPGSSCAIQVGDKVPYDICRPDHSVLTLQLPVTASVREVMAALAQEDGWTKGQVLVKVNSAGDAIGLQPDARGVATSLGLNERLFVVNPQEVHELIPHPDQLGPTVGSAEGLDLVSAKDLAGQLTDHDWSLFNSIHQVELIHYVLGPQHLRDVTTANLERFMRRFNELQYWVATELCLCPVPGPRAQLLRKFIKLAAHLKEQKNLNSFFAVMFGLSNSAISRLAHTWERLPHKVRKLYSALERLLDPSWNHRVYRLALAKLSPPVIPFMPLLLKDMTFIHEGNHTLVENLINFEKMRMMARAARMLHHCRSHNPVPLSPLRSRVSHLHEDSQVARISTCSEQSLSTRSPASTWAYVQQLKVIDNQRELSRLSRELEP
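Nucleotide exchange by EPAC1 (100 nM) on Rap1B–BODIPY-GDP (250 nM) in the presence of 50 uM GDP is tracked fluorescently at 480/540 nm over 30 min. Signals are normalized to a 6.5 mM cAMP control.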
IL-2 act: IL-2 activation. IL-2 activation reporter assay, cell-based qHTS; stimulated with anti-CD3/CD4/CD28 beads; in transgenic mouse T cells. activation, % (series mostly up to about 46 µM). hit rate 0.065% among 360,000. AID 652025; in the data active = activation above about 50%; inconclusive = mostly about 30% to 49%; note: 0% is about no effect
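Screening format: compound pinned onto unstimulated transgenic mouse T cells, 60 min incubation, then anti-CD3/anti-CD4/anti-CD28 bead stimulation for 18 hours at 37 degrees C, followed by EGFP and DsRed detection.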
PLK1 PBD inh: inhibitors of human PLK1 polo-box domain binding. hit rate 2.8% among 360,000. Potency, µM, inactives show max response, negative = inhibition, actives largely listed as inhibitors. P53350. AID 720504. Plk1 PBD binding of FITC phosphopeptide, fluorescence polarization; note: potency is the fitted concentration of half-maximal effect; series mostly up to about 57 µM; % is set by controls: 0 for no effect and ±100 for the full control effect; nearly all actives have a fitted effect of over 65% in size
aSyn rescue: rescues yeast growth from alpha-synuclein toxicity. Yeast expressing alpha-synuclein, growth rescue, BacTiter-Glo, 24 h. Potency, µM (top dose mostly 46.1 µM), inactives show at the top dose growth rescue (activation), hits mostly activators. hit rate 0.14% among 370,000. AID 652106; note: potency is the fitted concentration of half-maximal effect; % of control where 0% means no effect; nearly all actives have a fitted effect of over 65% in size
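Screening used galactose-induced yeast with toxic alpha-synuclein levels, exposed to compound for 24 hr at 30 deg C. Cell growth, read with BacTiter-Glo luminescence, gave the measured signal.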
WRN inhibitor: WRN helicase (human) inhibition; Q14191; Potency, µM (doses to about 114 µM), for inactives: top-dose activity change, negative = inhibition, usual class: inhibitors; hit rate 0.46% among 360,000; AID 651768; WRN helicase unwinding, fluorescent forked duplex, kinetic; note: potency is the fitted concentration of half-maximal effect; % is set by controls: 0 for no effect and ±100 for the full control effect; nearly all actives have a fitted effect of over 55% in size
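Fluorescence dequenching readout, ex 525 nm/em 598 nm, kinetic mode: forked duplex DNA (100 nM final) with adjacent fluorophore and quencher unwound by WRN (20 nM final) with 2 mM ATP. Compound preincubation 15 min, room temperature.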
PI5P4Ka inh: PI5P4K alpha (human) kinase inhibition. PI5P4Kalpha enzyme, ADP-Glo luminescence, 60 min; active compounds read low. max response, %. hit rate 1.2% among 330,000. AID 652105; active = max response of -50% or lower; inconclusive = between -30% and -50%; inactive = -30% or higher; note: value at the top dose of about 77 µM; % is set by controls: 0 for no effect and ±100 for the full control effect
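ADP-Glo luminescence end-point read after a 60 min room-temperature kinase reaction of PI5P4Kalpha plus substrate, initiated with ATP at 5 microM final. Buffer: 0.038 M HEPES pH 7.4, EGTA, 0.1% CHAPS, 5% DMSO.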
Abeta yeast res: A-beta toxicity reversal in yeast. yeast expressing A-beta42, growth rescue, OD600, 48 h; response scale: 0% DMSO, 100% iron-clioquinol control. Potency, µM (highest dose often 46.1 µM), for the others: top-dose growth rescue, usual class: activators. hit rate 0.063% among 410,000. AID 1347071; note: potency is the fitted concentration of half-maximal effect; nearly all actives have a fitted effect of over 55% in size
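Yeast A-beta toxicity model in growth medium with pinned compounds, 48 h at 30 C; growth read as absorbance at 600 nm. Normalized to FeCl3/clioquinol equimolar mix (positive) and DMSO (negative).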
EPAC1 antagonist: antagonists of human EPAC1 | O95398 | EPAC1 GEF assay, Rap1b-BODIPY-GDP exchange fluorescence | Potency, µM (top dose mostly 115 µM), without a hit: top-dose activity change, negative = inhibition, actives largely listed as inhibitors | hit rate 0.14% among 360,000;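 note: potency is the fitted concentration of half-maximal effect; plate controls were vehicle for no effect and positive control for full effect; nearly all actives have a fitted effect of over 50% in size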
FUS suppressor: rescues growth of FUS-expressing yeast | S. cerevisiae FUS-expressing, growth rescue, OD600, 24 h | Potency, µM (series often up to 76.6 µM), for the others: top-dose growth rescue (activation), actives largely listed as activators | hit rate 0.24% among 390,000 | AID 1347120;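 note: potency is the fitted concentration of half-maximal effect; plate controls were DMSO vehicle for no effect and reference control for full effect; nearly all actives have a fitted effect of over 55% in size; some results filed as inactive show a strong effect at the top dose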
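Toxicity suppression screen in FUS-yeast. Cells induced with 2% galactose, starting OD 0.005, treated 24hr at 30C with compounds at multiple final concentrations; growth by OD600.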
An asterisk follows results filed as active; ? = inconclusive; / = no result given; & = joins results of further samples; [ ] = remark or other dose. Unless noted, calls come from the whole dose curve; as a rule, active = well fitted curve in the direction sought with a large enough effect; inconclusive = small, poorly fitted or top-dose-only effect, or another doubt; inactive = no such curve, though single readings can be large; an effect the other way counts as inactive or inconclusive.

Compound,EPAC1 ag,IL-2 act,PLK1 PBD inh,aSyn rescue,WRN inhibitor,PI5P4Ka inh,Abeta yeast res,EPAC1 antagonist,FUS suppressor
O=c1c([N+](=O)[O-])cn(O)cc1[N+](=O)[O-],-5%,-4.9,-1%,-6%,1%,-17,-10%,-1%,/
c1ccc(CCNCc2cccs2)cc1,-9%,0.7,4%,-2%,9%,-12,-7%,10%,-24%
Cn1c(O)c(/C=C/C=Nc2ccccc2)c(=O)n(C)c1=O,3%,1.3,25%,-3%,-32%[57.1 µM],0,9%,28%,20%
CCOc1cc2c(cc1OCC)-n1cccc1C(c1cc(OC)ccc1F)NC2 (configuration not stated),5%,-1.6,-5%,0%,-6%,1,7%,-6%,12%
CC(=O)NCC(=O)Nc1ccc(Br)cc1C(=O)c1ccccc1,-1%,5.0,-4%,18%,-2%,6,15%,2%,5%
COc1cc2c(cc1OC)C(C(=O)N1CCC3(CC1)OCCO3)C(c1ccccc1F)N(C)C2=O (configuration not stated),-3%,-3.0,-6%,-5%,4%,0,-17%,15%,-3%
O=[N+]([O-])c1c2ccccc2cc2ccccc12,-21%,0.2,-20%,-2%,2%,4,-7%,17%,-45%
Cc1c2cnn(CC(=O)N3CCC4(CC3)OCCO4)c(=O)c2c(C)n1Cc1ccccc1,12%,1.0,-4%,0%,-7%,6,3%,-1%,14%
COC(=O)c1cccc(NC(=O)N2C[C@H]3C[C@@H](C2)c2cccc(=O)n2C3)c1,-6%,1.0,0%,1%,3%,4,-12%,6%,-7%
[N-]=[N+]=NCCN1CCC(O)CCC1=O (configuration not stated),9%,0.0,5%,-3%,-4%,-3,1%,-2%,-14%
CC[C@H]1CN(C)C[C@@]2(C(=O)OC)Cc3c([nH]c4ccccc34)C(=O)C[C@@H]12,2%,0.0,2%,1%,5%,8,11%,5%,7%
COC(=O)C1=C(c2ccc(F)cc2OCc2ccccc2)C[C@@H]2CC[C@H]1N2C(=O)NCc1ccc2c(c1)OCO2,-2%,-3.4,-3%,2%,-3%,1,5%,-27%,?
Cc1oc(-c2ccccc2Cl)nc1CN1C(=O)CN=C(c2ccccc2)c2ccccc21,8%,-2.6,3%,-31%[inhibitor],-7%,2,-18%,-4%,42%
CSc1ccc(CN2CCN(c3ccccc3C)CC2)cc1,5%,-1.3,-1%,2%,-14%,-2,22%,-26%,4%
CCOc1ccc(N2C(=O)/C(=C/c3ccc(C)o3)C(=O)NC2=S)cc1,6%,-0.1,4.7µM*,-1%,45µM*,-76*,-9%,?,17%
CCOC(=O)Cc1csc(NC(=O)c2c(O)c3ccccc3n(CCC(C)C)c2=O)n1,4%,-0.7,-19%,-5%,-27%[57.1 µM],7,1%,-26%,5%
COC(=O)C1=C(c2cccc(OCc3ccccc3)c2)C[C@@H]2CC[C@H]1N2C(=O)NCc1cc(C)oc1C(F)(F)F,-18%,-1.3,-15%,3%,-9%,2,6%,-15%,17%
CCN1CCN(c2cn[nH]c(=O)c2Cl)CC1,11%,-2.1,-28%,-1%,-2%,-7,10%,-11%,-14%
CSc1nnc(C2CCNCC2)n1C,1%,0.5,-24%,-6%,6%,0,1%,0%,18%
Cc1cccc(-n2c(CN3C(=O)c4ccccc4C3=O)nc3ccccc3c2=O)n1,7%,-3.6,-4%,-7%,5%,-3,5%,-10%,14%
Cc1ccc(N=C(N(C)C)P(=O)(N(C)C)N(C)C)cc1,6%,0.4,-12%,-1%,0%,0,0%,-8%,6%
CCC(C)N1C(=O)/C(=C/c2ccc3c(c2)CCN3CCCCl)C(=O)NC1=S (configuration not stated),-7%,-0.4,0.95µM*,0%,-16%[11.6 µM],-67*,10%,-19%,/
CC(Cc1ccccc1)NCc1ccccc1O (configuration not stated),-2%,0.9,-7%,2%,-9%,-4,-2%,3%,10%
N=C1/C(=C\c2ccc(OC(=O)c3ccccc3Cl)cc2)C(=O)N=C2SC(N3CCOCC3)=NN12,-5%,-0.5,30µM*,-14%,?,-67*,-11%,?,?
C[C@]12CCC3C(CC[C@H]4C[C@H](OC(=O)c5cccnc5)CC[C@]34C)C1CCC2=O (some centres not stated),-2%,-0.2,-4%,7%,2%,12,-6%,-2%,46%
CC(C)CCOP(=O)(c1ccc(N(C)C)cc1)C(O)c1c(Cl)cccc1Cl (configuration not stated),-3%,0.4,-15%,18%,2%,1,-4%,?,27%
C[C@H](NC(=O)N1C[C@H]2C[C@@H](C1)c1cccc(=O)n1C2)C(=O)Nc1cccc(F)c1,-25%,-0.1,5%,-1%,4%,1,8%,-8%,-13%
CCN(CC)S(=O)(=O)c1cccc(N=Nc2c(O)n(CC)c(=S)n(CC)c2=O)c1,-3%,1.2,?,3%,0%,5,19%,1%,-6%
O=P1(Oc2ccccc2)CC=C[C@H](COCc2ccccc2)O1 (some centres not stated),-7%,-0.6,-5%,1%,-1%,-2,-6%,-1%,9%
COc1cc2c(cc1OC)C(C)NCC2 (configuration not stated),-22%,0.7,-14%,-6%,-2%,2,-25%,-5%,-33%
O=Nc1c(O)c2ccccc2c2ccccc12,12%,-0.6,-1%,?,5%,0,-78%[inhibitor],?,-18%
N#CCCn1cc(C(=O)NCc2ccccc2)c(-c2ccc3c(c2)OCCO3)n1,-6%,1.1,7%,4%,6%,-5,-1%,-6%,9%
N#CC12CNCC1CN=N2 (configuration not stated),0%,0.1,1%,1%,-2%,16,-4%,-7%,-21%
O=C(Nc1ccccc1)c1c(O)[nH]c(=O)[nH]c1=O,5%,0.0,-6%,-4%,5%,6,-14%,3%,-6%
CCC(C)C1NC(=O)C(C(C)=O)=C1O (configuration not stated),-3%,0.9,0%,-2%,-3%,-9,-10%,-1%,-15%
C[C@]12CCC3C(CC[C@H]4C[C@@H](O)CC[C@]34C)C1C[C@@H](O)[C@]2(C)O (some centres not stated),6%,-1.0,-9%,5%,5%,5,?,6%,1%
Oc1ccccc1-[n+]1c(-c2ccccc2)cc(-c2ccccc2)cc1-c1ccccc1,-2%,0.2,3%,2%,3%,?,8%,2%,-17%
Fc1ccc(C2N3CCCN23)cc1 (configuration not stated),6%,0.7,-2%,-6%,-15%,5,-5%,-18%,-15%
COc1ccc(S(=O)(=O)N2Cc3ccccc3-n3nncc3C2)cc1,1%,-4.2,2%,3%,5%,-6,-3%,5%,0%
Cc1cc(C=O)c(C)n1C(C)C,-8%,-0.5,-8%,13%,9%,6,-12%,-3%,-12%
COc1cc2c(cc1OC)[C@H]1C(=O)c3ccc4c(c3O[C@H]1CO2)C[C@@H](C(C)(C)O)O4,0%,0.4,-11%,11%,0%,2,5%,-11%,-3%
N#Cc1c(Br)n(C2OC(CO)C(O)C2O)c2ncnc(N)c12 (configuration not stated),-3%,0.1,-3%,9%,2%,-7,3%,1%,/
CCCC1=C(C(=O)OCC)C2(C(=O)Nc3ccc(C)cc32)C(C#N)=C(N)O1 (configuration not stated),-5%,0.3,4%,-9%,2%,/,20%,-7%,18%
CC1c2ccccc2-n2nncc2CN1C (configuration not stated),-1%,0.2,-5%,-1%,2%,5,0%,7%,-12%
O=P(Oc1ccc(-c2ccccc2)cc1)(N1CC1)N1CC1,7%,0.7,-10%,8%,-12%,-9,-9%,-1%,4%

Exported with values under each structure: entries from further up
Fields: EPAC1 ag	IL-2 act	PLK1 PBD inh	aSyn rescue	WRN inhibitor	PI5P4Ka inh	Abeta yeast res	EPAC1 antagonist	FUS suppressor
CSc1nnc(C2CCNCC2)n1C
  1%	0.5	-24%	-6%	6%	0	1%	0%	18%
c1ccc(CCNCc2cccs2)cc1
  -9%	0.7	4%	-2%	9%	-12	-7%	10%	-24%

Other records follow:
Compound,EPAC1 ag,IL-2 act,PLK1 PBD inh,aSyn rescue,WRN inhibitor,PI5P4Ka inh,Abeta yeast res,EPAC1 antagonist,FUS suppressor
CNC(C)Cc1ccccc1 (configuration not stated),-1%,1.4,-9%,2%,4%,1,-27%,-9%,-41%
NS(=O)(=O)c1ccc(N=Cc2c(O)n(-c3ccccc3)c(=O)[nH]c2=O)cc1,5%,1.9,-16%,1%,-35%,-2,-2%,1%,17%
CCOC(=O)C(=O)NC1CCSC1=O (configuration not stated),14%,0.1,-4%,0%,-5%,/,2%,5%,-1%
COC(=O)C1=C(c2ccc(OC(F)(F)F)cc2)C[C@@H]2CC[C@H]1N2C(=O)NCC1CC1,-4%,-0.2,5%,9%,-4%,0,-1%,?,?
NC1=C([N+](=O)[O-])C(c2ccc3c(c2)OCO3)c2c(c3ccccc3oc2=O)O1 (configuration not stated),-1%,-1.8,-24%,-2%,-12%,-14,1%,-12%,19%
COc1ccc(S(=O)(=O)Nc2ccccc2OC)cc1N=Nc1c(O)[nH]c(=S)[nH]c1=O,-7%,5.7,-9%,0%,?,-16,20%,-29%,7%
CC(C)[C@@]1(NC(=O)[C@@H]2C[C@@H]3c4cccc5[nH]cc(c45)C[C@H]3N(C)C2)O[C@@]2(O)[C@@H]3CCCN3C(=O)[C@H](Cc3ccccc3)N2C1=O,-23%,-0.1,5%,1%&2%,-2%,0,1%,-2%,?
CCCC[n+]1cc(=N)o[n-]1,5%,-3.5,-4%,0%,-5%,0,4%,-25%,-14%
Cn1c(=O)n(C)c2cc([N+](=O)[O-])c(N3CCNCC3)cc21,9%,0.0,-4%,0%,1%,9,9%,-2%,-3%
O=c1[nH]c2ccccc2n1C1CCN(C(c2ccccc2)c2nnnn2-c2ccc3c(c2)OCCO3)CC1 (configuration not stated),8%,-0.5,-8%,6%,-7%,0,14%,-10%,?
Cc1ccc(C2=NOC(C)(c3nnc(-c4ccccc4)o3)C2)cc1 (configuration not stated),13%,0.8,-3%,?,-5%,1,6%,4%,10%

The list is partial; the hit share may differ from the screen's.
